# APJ agonist: APJ receptor agonism; P35414; CHO-K1 APJ PathHunter beta-arrestin, luminescence; 0% DMSO wells, 100% apelin; activation, % at 20 µM; 330,000 tested, 0.11% active; AID 2520;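 active = activation more than six SD over the plate average, tested at 20 µM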;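 also: 0% = DMSO alone and 100% = apelin-13 at 10 nM; some results filed as inactive read as strong as hits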
# Target sequence (P35414 whole entry, looked up): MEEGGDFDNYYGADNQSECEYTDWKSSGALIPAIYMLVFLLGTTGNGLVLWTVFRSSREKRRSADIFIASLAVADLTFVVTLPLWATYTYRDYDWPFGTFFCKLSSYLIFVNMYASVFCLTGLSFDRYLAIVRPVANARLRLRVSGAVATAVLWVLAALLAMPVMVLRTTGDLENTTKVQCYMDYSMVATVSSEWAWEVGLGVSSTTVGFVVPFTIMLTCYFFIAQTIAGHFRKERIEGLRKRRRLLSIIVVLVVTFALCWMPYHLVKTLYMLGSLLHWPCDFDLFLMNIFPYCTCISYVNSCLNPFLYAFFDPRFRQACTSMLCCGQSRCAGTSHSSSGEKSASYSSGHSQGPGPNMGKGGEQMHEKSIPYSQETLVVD
#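 Assay system: CHO-K1 cells stably expressing ProLink-tagged human APJ and arrestin–beta-gal acceptor. Compound dosing: 20 µM single point, 1% DMSO. Times: 16-18 h seeding, 90 min dark compound exposure, 60 min detection. Detection: beta-gal luminescence. Evaluation: APJ–arrestin association signal. Controls: negative DMSO alone, positive Apelin-13 at 10 nM.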
# APJ antagonist: blocks the human apelin receptor APJ; 330,000 tested, 0.32% active; inhibition, % at 20 µM; P35414; AID 2521; CHO-K1 APJ beta-arrestin complementation, luminescence;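 active = inhibition above about 40% at 20 µM, limit read from the data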;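 also: cells challenged with 10 nM apelin-13 agonist together with compound; plate controls were apelin-13 plus DMSO wells for no effect and DMSO wells lacking apelin-13 for full effect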
# MPTP inh: permeability transition pore inhibition; isolated mouse mitochondria, Ca2+ swelling absorbance, 30 min; inhibition, % at 10 µM; 360,000 tested, 1.4% active; AID 602449;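 active = inhibition of 50% or more, scaled per plate between neutral and stimulator controls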;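 also: 0% = DMSO wells given calcium and 100% = 1 mM EGTA wells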
# NALP3 yeast inh: inhibitors of NALP3 inflammasome in yeast. Yeast reconstituted NLRP3/ASC/caspase-1, beta-gal luminescence, 24 h. inhibition, % at 10 µM. 330,000 tested, 0.39% active. AID 2825;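 active = inhibition of 50% or more; inactive = inhibition below 50%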;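 also: plate controls were induced DMSO wells for no effect and uninduced yeast grown without galactose for full effect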
# GRIN3A LBD mod: NR3A (human) ligand-binding domain modulation; NR3A LBD differential scanning fluorimetry, Tm shift; 0% = protein alone, 100% = glycine-bound protein; Tm shift relative to glycine control, % at 25 µM; 340,000 tested, 2.5% active; AID 1259313;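 active = melting temperature shift of at least 10% of the positive control shift, at one fixed dose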
# TIM10 inh: inhibits growth of TIM10 yeast strain; S. cerevisiae TIM10 strain growth, BacTiter-Glo luminescence, 24 h; inhibition, % at 10 µM; 330,000 tested, 1.4% active; AID 463195;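 active = inhibition of 40% or more at the single tested concentration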;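 also: wild-type TIM10 isogenic control strain grown at permissive 25 °C; 0% = DMSO yeast wells and 100% = minimal medium wells without yeast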
# tim23-1 inh: inhibits growth of tim23-1 mutant yeast | inhibition, % at 20 µM | AID 463212 | S. cerevisiae tim23-1 growth, BacTiter-Glo luminescence, 24 h | 330,000 tested, 1.3% active;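 active = growth inhibition of the mutant yeast at or above 50%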;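 also: temperature-sensitive mutant grown at 25 °C; plate controls were DMSO-treated mutant yeast for no effect and medium wells lacking yeast for full effect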
# MIN6 prolif: MIN6 beta-cell proliferation induction | MIN6 cells proliferation, ATPlite luminescence, 48 h; cells starved in 0.2% serum; 100% = growth in 10% serum | proliferation, % at 10 µM | 330,000 tested, 0.29% active | AID 2380;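 active = compounds whose signal lies at least 3.5 SD above the mean of all wells on their plate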;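 also: 0% = DMSO-treated cells in low-serum medium and 100% = 10% serum control; some compounds called inactive have numbers as strong as hits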
# tim10-1 inh: inhibits growth of tim10-1 mutant yeast | S. cerevisiae tim10-1 ts strain growth, BacTiter-Glo, 24 h | AID 463190 | inhibition, % at 20 µM | 330,000 tested, 2.2% active;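 active = inhibition of at least 40%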;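 also: mutant grown at 25 °C; 0% = DMSO wells with yeast and 100% = wells holding no yeast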
# The depositor's hits bear a star; / = not tested or not shown.
SMILES,APJ agonist,APJ antagonist,MPTP inh,NALP3 yeast inh,GRIN3A LBD mod,TIM10 inh,tim23-1 inh,MIN6 prolif,tim10-1 inh
COc1cccc(NC(=O)c2cnc(SC)nc2)c1,-2,-13,-0.3,69*,-1,-4,12,-3,2
COCCCn1c(SCC(=O)Nc2ccccc2F)nnc1-c1ccoc1C,-3,22,-0.3,8,0,-15,10,-1,4
CC(=N\NC(=O)c1ccc([N+](=O)[O-])cc1)/C(=N/O)C(=O)Nc1ccccc1,7,-45,-1.7,17,-3,12,0,2,4
NNc1nc2c(F)cccc2s1,0,10,5.4,2,-4,14,35,0,18
O=C(O)c1cccc2c1C(=O)c1ccc(Cl)cc1S2(=O)=O,-5,3,0.9,0,2,-3,8,0,0
Cc1ccc2oc(=O)c3cnn(CC(=O)N4CCc5ccccc5C4)c3c2c1,-1,23,-2.2,13,-2,-1,21,4,14
COC(=O)/C=C1/N/C(=N\c2nc(C)cc(C)n2)N(c2ccc(C)c(C)c2)C1=O,-5,14,-0.4,8,-2,-10,13,2,7
Cc1ccc(C(=O)N2CCN(c3ncnc4c3cnn4-c3ccccc3)CC2)cc1,32*,-20,6.4,19,/,14,25,-4,24
NC(N)=NS(=O)(=O)c1ccc(N=C2C(=O)Nc3ccccc32)cc1,-4,16,-0.6,-8,2,16,12,0,13
COc1cccc2cc(C(=O)NCCN3CCOCC3)c(=O)oc12,-1,-9,0.4,22,2,1,1,-2,-8
N#CC(C(=O)NCCc1ccccc1)c1nc2ccccc2nc1N1CCOCC1 (centres undefined),-4,33,3.4,16,-1,-1,-10,2,13
CC(=O)N1CCC(C(=O)NC2CC(C)(C)Cc3c2cnn3-c2ccc(F)cc2)CC1 (centres undefined),-1,-45,-0.4,12,-1,-9,-7,-2,-10
Cc1c(C(=O)N(Cc2ccccc2)C(C)C)cnn1-c1ccccc1,-1,14,2.6,29,-2,9,23,3,-4
O=C(c1sc2ccccc2c1Cl)N(Cc1ccco1)C1CCS(=O)(=O)C1 (centres undefined),-4,19,0.3,4,2,21,15,1,26
COC(=O)C1CCN(C(=O)c2cc(-c3ccco3)nc3ccccc23)CC1,0,-5,1.3,22,-1,-1,6,2,7
C[C@@H](CN1CCC[C@H]1CN1C(N)=NC[C@@H]1Cc1ccccc1)N1C[C@@H](Cc2ccccc2)N(CCCC2CCCC2)C1=N,-6,21,74*,25,-5,-19,-172,-3,-45
Cc1cc(=O)oc(C)c1C(=O)OC(C(=O)c1ccccc1)c1ccccc1 (centres undefined),-3,7,-2.3,1,1,-30,31,5,-30
CCOc1ccc(C(=O)N2CCc3ccccc32)cc1,-2,3,0.1,34,-3,-7,19,1,14
CCOC(=O)CCCCCC(=O)Nc1ccc2c(c1)C(=O)N([C@H](C)CO)C[C@H](C)[C@@H](CN(C)C(=O)Nc1ccc(OC)cc1)O2,-3,7,0.4,21,1,2,-7,-1,1
Cc1ccc(C)c(N2CCN(CCCNC(=O)CCn3c(=O)c4cccn4c4cccnc43)CC2)c1,0,-13,0.2,13,0,0,10,-1,6
COC(=O)c1c(C)[nH]c(C(=O)COc2ccc3ccc(=O)oc3c2)c1C,3,-8,1.3,-7,0,-1,0,3,3
CC(C)OCCCNC(=O)c1cc(Sc2ccc(F)cc2)nc2ccccc12,-3,5,-7.1,8,0,-2,12,-1,5
Cc1cc(C)nc(N2CCC(C(=O)Nc3ccc4c(c3)OCCO4)CC2)n1,0,2,-1.8,12,0,-7,-9,2,-3
COc1ccc(NS(=O)(=O)c2c(F)cccc2F)cc1S(=O)(=O)N1CCOCC1,-1,1,0.6,14,-2,-3,6,-2,8
O=C(CC1C(=O)NCCN1Cc1cccc(Oc2ccccc2)c1)NCCc1ccccn1 (centres undefined),2,19,-1.3,9,-2,39,18,-4,37
COc1ccc(OC)c(C(=O)N2CCC(C(=O)c3ccc(F)cc3)CC2)c1,-1,-12,0.1,35,0,2,6,-3,8
Clc1ccc2c(c1)C(N1CCNCC1)Cc1ccccc1S2 (centres undefined),-4,10,83*,24,-2,48*,4,-3,22
Cn1nc(C(=O)Nc2nc(-c3ccccn3)cs2)c2ccccc2c1=O,9,-11,-0.7,29,-3,6,23,-4,23
Cc1nn(-c2ccccc2)c(C)c1/C=N/NC(=O)c1ccccc1O,-3,6,1.1,13,-19,5,-3,-2,-15
CS(=O)(=NS(=O)(=O)c1ccc(Cl)cc1)c1ccccc1 (centres undefined),-2,12,1.6,1,-1,5,1,0,-7
O=C(c1cc(-c2cccnc2)nc2ccc(Br)cc12)N1CCN(c2ncccn2)CC1,3,5,-1.1,10,-12,28,44,-1,46*
CN(C)/C=N/c1ncc(C(=O)c2ccc(Cl)cc2Cl)s1,-3,11,-2.1,17,0,-10,10,-2,7
CCCCOC(=O)Nc1ccccc1C(N)=O,-2,-6,1.0,-4,0,-12,-12,2,14
O=C(Oc1ccc2c(=O)c(Cl)coc2c1)c1ccncc1,1,-1,0.5,13,1,21,3,1,3
CCCCN(CC)CCNC(=O)c1[nH]c(C)c(C(C)=O)c1C,1,6,-1.3,-7,1,-3,4,0,-4
Cc1nn(C)c(C(=O)N/N=C/c2ccc(C(F)(F)F)cc2)c1[N+](=O)[O-],-3,4,1.7,-1,-2,14,16,1,33
CCOc1ccc2c(c1)C(C)=CC(C)(C)N2C(=O)Nc1ccccc1,0,-4,-4.9,10,-1,-5,1,-3,9
Cc1ccc(-n2ccnc(SCC(=O)NCCc3ccccc3)c2=O)cc1F,-3,25,-3.3,7,1,-2,13,-4,-5
CCOc1ccc(-n2cc(C(=O)Nc3ccc(Cl)cn3)c3cc(OC)c(OC)cc3c2=O)cc1,1,-2,-1.0,5,0,2,3,-5,14
COc1ccc(OC)c(C(C(=O)NC2CCCCC2)N(Cc2ccco2)C(=O)c2ccccn2)c1 (centres undefined),-3,8,1.7,8,-1,2,21,-2,11
COc1ccccc1CNCC(=O)Nc1ccc(N2CCOCC2)cc1,-2,3,1.0,4,-2,-4,5,-1,18
COC(=O)c1ccccc1N(C)S(=O)(=O)c1cc2c(cc1C)OCC(=O)N2,-1,4,0.2,-4,0,5,11,1,-2
O=C1CSC(=Nc2ccccc2)N1Cc1ccccc1,-5,-6,1.9,3,1,26,18,3,4
Cc1cccc(C(=O)c2cn[nH]c2-c2ccc(C)cc2O)c1,-2,-8,-0.3,3,3,8,18,-1,9
COc1ccc(N2C(=O)CSC2c2ccccc2[N+](=O)[O-])cc1 (centres undefined),0,-14,-3.6,-7,1,11,13,-2,21
Cc1ccc2oc(=O)c3cnn(CC(=O)NC4CCN(Cc5ccccc5)CC4)c3c2c1,-1,1,0.8,-13,1,-18,-4,-2,-8
COCCn1nnnc1SCC(=O)NCc1ccc2c(c1)OCO2,-6,2,-0.2,4,0,-5,10,0,7
COC(=O)c1ccccc1S(=O)(=O)N1CCn2cccc2C1C (centres undefined),0,-8,-1.3,-5,0,-3,19,-3,23
O=C(Nc1ccccc1F)C1CCCC1,-5,-3,1.8,-8,2,-7,-12,-1,-16
CCCC(=O)C1C(=O)CC(CC(C)SCC)CC1=O (centres undefined),-5,12,-1.3,15,1,22,25,-2,8
O=C(COC(=O)C1CC(O)CN1S(=O)(=O)c1ccc(Cl)cc1)c1cccc(Cl)c1 (centres undefined),2,10,-9.1,6,-3,1,-1,0,12
COc1ccc(NC(=O)CN(C)C(=O)Cc2c(C)nc3ccccc3c2C)cc1,3,4,2.8,11,-1,-1,3,0,4
O=C(Nc1ccc(Br)cc1)C1CC(c2c(F)cccc2Cl)=NO1 (centres undefined),-1,3,0.8,19,-3,-28,27,-3,-8
Cc1nn(Cc2ccc(Cl)cc2)c(C)c1NC(=O)c1cc(-c2ccco2)on1,-2,3,0.4,14,0,27,18,-4,26
O=C(CCCc1ccccc1)Nc1ccccc1C(F)(F)F,-1,-6,3.6,22,0,-4,18,-3,4
CN1C(=O)/C(=C/c2ccccc2F)Sc2ccc(C(=O)NCC3CCCO3)cc21 (centres undefined),-1,-6,-0.8,11,-2,-11,16,-2,29
O=C(Nc1ccc(Cl)cn1)Nc1ccc(Cl)cn1,1,-12,5.2,19,29*,-2,6,4,9
Cc1cc(Nc2ccccc2)nn1C(=O)c1ccc(Cl)cc1,-1,1,13,17,0,2,20,0,9
Cc1cc(C)nc(NC(=O)CCN2C(=O)c3ccccc3S2(=O)=O)n1,-2,20,2.7,14,1,-2,14,3,1
CC(NC(=O)CN1CCCC1)c1ccccc1 (centres undefined),-1,19,-0.1,11,1,5,-7,-1,-8
# Later entries
SMILES,APJ agonist,APJ antagonist,MPTP inh,NALP3 yeast inh,GRIN3A LBD mod,TIM10 inh,tim23-1 inh,MIN6 prolif,tim10-1 inh
CCCn1nc(NC(=O)C(C)(C)C)c2cc3cc(OC)ccc3nc21,-1,13,2.0,22,1,15,20,2,21
Cc1ccc(-c2csc(N/N=C/c3ccco3)n2)c(C)c1,1,-19,2.5,3,-3,6,6,-4,10
CCCNC(=O)c1ccc(S(=O)(=O)c2ccc(OC)cc2)c([N+](=O)[O-])c1,4,-28,2.6,12,-1,4,4,-7,9
CCN(CC)CCCn1c2c(c(SCC(=O)Nc3ccc(OC(F)(F)F)cc3)nc1=O)CCC2,-3,12,-1.9,18,2,-2,10,-6,-2
Cc1ccc(Nc2nc3ccccc3n3cnnc23)c(Cl)c1,-2,5,1.3,12,1,11,-1,0,-2
O=C(O)C1(P(=O)(c2ccccc2)c2ccccc2)CCC1,1,19,-0.4,4,-10,1,14,-1,4
N/C(=N\OC(=O)Cc1cccs1)c1ccc([N+](=O)[O-])cc1,3,-28,0.1,-5,-7,-4,10,2,12
O=C1c2cccc(OCC(=O)N3CCCc4ccccc43)c2CCN1Cc1ccc(F)cc1,-4,-7,7.5,3,-2,43*,43,0,34
CCC1C(=O)NCCN1C(=O)c1ccc2nc(Cc3ccc(OC)cc3)oc2c1 (centres undefined),-4,14,0.9,4,0,14,-6,-3,9
C(=N\n1cnnc1)/c1ccc(-c2ccccc2)cc1,-2,0,-18,32,-1,16,8,-1,0
NC(=O)CC(NC(=O)c1ccccc1)c1ccc(NC2CCN(Cc3ccccc3)CC2)c([N+](=O)[O-])c1 (centres undefined),2,27,-1.6,2,-3,-2,2,-2,-7
Nc1nonc1C(=O)NCCNC(=O)c1ccccc1F,-1,-2,-0.8,9,2,1,8,0,9
COc1cccc2sc(NNC(=O)C3=COCCO3)nc12,-2,-37,5.4,0,0,-5,-2,-3,39
Cc1cccc(NC(=O)c2cc(S(=O)(=O)N3CCCCC3)c[nH]2)c1C,-1,-72,-1.3,18,-1,3,7,-4,-3

# Shown bar-delimited: part of the list above.
compound | APJ agonist | APJ antagonist | MPTP inh | NALP3 yeast inh | GRIN3A LBD mod | TIM10 inh | tim23-1 inh | MIN6 prolif | tim10-1 inh
Nc1nonc1C(=O)NCCNC(=O)c1ccccc1F | -1 | -2 | -0.8 | 9 | 2 | 1 | 8 | 0 | 9
N/C(=N\OC(=O)Cc1cccs1)c1ccc([N+](=O)[O-])cc1 | 3 | -28 | 0.1 | -5 | -7 | -4 | 10 | 2 | 12
CCCNC(=O)c1ccc(S(=O)(=O)c2ccc(OC)cc2)c([N+](=O)[O-])c1 | 4 | -28 | 2.6 | 12 | -1 | 4 | 4 | -7 | 9

# Assay outcomes (PubChem)
